Screening data from PubChem BioAssay.
Large T inhibition – SV40 large T antigen inhibitors, biochemical (AID 1903); 310,000 tested, 0.39% active; inhibition, % at 20 µM; hits with a dose series show IC50 in µM; SV40 large T antigen ATPase/helicase inhibition assay; higher % means a stronger effect; in the data active means a potency from the dose series; further: strong numbers were not always called active
NOD1 NF-kB reporter – inhibition of NOD1-driven NF-kB reporter – cell-based, luminescence, uHTS, primary screen (AID 1578); NOD1-driven NF-kB luciferase reporter cells, luminescence; higher % means a stronger effect; one-dose inhibition, % at 4 µM; EC50 in µM for titrated hits; 290,000 tested, 1% active; in the data active means inhibition mostly above about 36%, no sharp cut-off; inactive means mostly below about 34%;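 further: HEK-293T reporter cells stimulated with the NOD1 agonist gamma-tri-DAP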
KOR beta-arrestin-1 – KOR antagonists, beta-arrestin recruitment, cell-based, luminescence, uHTS (AID 1778); 290,000 tested, 0.091% active; KOR beta-arrestin recruitment, luminescence, antagonist mode; higher % means a stronger effect; inhibition, % at 10 µM, or IC50 in µM where a hit was titrated; further: strong numbers were not always called active
GPR55 antagonists – inhibition of LPI-stimulated GPR55 beta-arrestin translocation – imaging, U2OS, beta-arrestin-GFP, LPI agonist, primary screen (AID 2013). U2OS GPR55 beta-arrestin-GFP translocation imaging, LPI antagonism; higher % means a stronger effect. 290,000 tested, 0.13% active. inhibition, % at 10 µM, or IC50 in µM where a hit was titrated;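 active means spots per cell inhibited over 60%, with over 100 cells counted and total cytoplasm intensity under 500,000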;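 further: U2OS cells stably carrying GPR55 and arrestin-GFP stimulated by 5 µM LPI near EC80; imaged beta-arrestin-GFP aggregate spots per cell after agonist stimulation; plate controls were LPI-stimulated DMSO wells for no effect and DMSO wells without LPI for full effect; some results filed as inactive read as strong as hits; confirmed hits need IC50 under 10 µM and bright autofluorescent wells are also inconclusive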
HIV peptide binding – cell-free HIV fusion peptide-binding blockers – biochemical, uHTS, fluorescence dequenching, primary screen (AID 1986); cell-free peptide binding, fluorescence dequenching, 30 min; higher % means a stronger effect; inhibition, % at 20 µM, or IC50 in µM where a hit was titrated; 290,000 tested, 0.3% active; in the data active means inhibition mostly above about 52%, no sharp cut-off; inactive means mostly below about 76%; further: some results filed as inactive read as strong as hits
HEK293 NOD2/NF-kB – NOD2 signaling inhibitors, cell-based, luminescence, uHTS, HEK293 (AID 1566); HEK293 NOD2/NF-kB luciferase reporter, luminescence; higher % means a stronger effect; 290,000 tested, 0.63% active; inhibition, % at 4 µM; hits with a dose series show EC50 in µM; further: many of its hits are not listed in these tables
GPR55 beta-arrestin – selective activators of receptor GPR55 – imaging, U2OS cells, beta-arrestin-GFP redistribution, primary screen (AID 1961); U2OS GPR55 beta-arrestin-GFP redistribution imaging; higher % means a stronger effect; one-dose activation, % at 10 µM; EC50 in µM for titrated hits; 290,000 tested, 0.048% active;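 active means activation above 40% with more than 50 cells counted in the well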;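 further: U2OS osteosarcoma cells stably expressing GPR55 and beta-arrestin-GFP; plate controls were DMSO negative control for no effect and LPI positive control for full effect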
Rac1 GTP hydrolysis – MgcRacGAP GTPase-activating activity inhibitors, confirmation, biochemical, ADP Hunter fluorescence; MgcRacGAP-stimulated Rac1 GTP hydrolysis, ADP Hunter fluorescence; higher % means a stronger effect; GST-tagged Rac1 F28L mutant substrate; inhibition, % at 30 µM; hits with a dose series show IC50 in µM; 340,000 tested, 0.6% active; AID 624330;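 active means first-screen hits whose inhibition reached a set limit at any dose in the follow-up dose series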;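 further: fluorescence reports GDP produced by GAP-driven GTP hydrolysis; strong numbers were not always called active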
KOR beta-arrestin-2 – KOR agonists, beta-arrestin recruitment, primary screen, cell-based, luminescence, uHTS (AID 1777) | KOR beta-arrestin recruitment, luminescence; higher % means a stronger effect | one-dose activation, % at 10 µM; EC50 in µM for titrated hits | 280,000 tested, 0.02% active; in the data active means activation above about 50%, passing the limit was not always enough; further: a part of the inactive calls stands beside numbers as strong as those of hits
Active calls of the source: *; x = no result given; [ ] = dose if it differs, or a comment. Unless noted, no stated cut-off is given here; in the data, active means inhibition above about 50%; inactive means the rest. Some of the compounds tested; rates above refer to the full screens.

SMILES	Large T inhibition	NOD1 NF-kB reporter	KOR beta-arrestin-1	GPR55 antagonists	HIV peptide binding	HEK293 NOD2/NF-kB	GPR55 beta-arrestin	Rac1 GTP hydrolysis	KOR beta-arrestin-2
Cc1cc(N2C(=O)C(O)=C(C(=O)c3ccco3)C2c2ccc(Cl)cc2)no1 (configuration not stated)	12%	-10%	22%	14%	5.6%	3%	-0.2%	14%	-4.0%
O=C(O)C(=O)/C(=C\c1ccccc1)c1ccc2ccccc2n1	2%	-88%	3%	3%	2.6%	-112%	-0.1%	-1%	-0.5%
COc1c(O)ccc(/C=C(\C#N)c2nc3ccccc3[nH]2)c1[N+](=O)[O-]	7%	-42%	-15%	-15%	54%	3%	-0.1%	20%	-1.6%
CCCN1CCN(C(=O)c2cc(COc3ccc(F)cc3F)on2)CC1	8%	-15%	-15%	5%	-0.5%	3%	-0.1%	0%	0.2%
COc1cc(CCC(=O)OCC(=O)Nc2nc(C)c(Cl)cc2Cl)cc(OC)c1OC	5%	-15%	-13%	-12%	1.9%	-1%	0.3%	2%	7.3%
CC(C)(C)C1CCC2(CC1)NC(=S)N(c1ccccc1)N2 (configuration not stated)	8%	-53%	10%	11%	2.7%	-71%	0.0%	6%	-0.4%
CC1CN(c2cc(=O)n(-c3cccc(Br)c3)c(=O)[nH]2)CC(C)O1 (configuration not stated)	8%	-16%	2%	13%	1.2%	13%	-0.1%	5%	-3.1%
CC(C)[C@H](NC(=O)N1c2ccccc2NC(=O)[C@@H]1C(C)C)C(=O)N1CCC(C(=O)O)CC1	x	-7%	-54%[20 µM]	-4%	-0.3%	6%	0.5%	1%	-1.2%
CCc1ccccc1N(CC(=O)NC(C)(C)C)C(=O)CCC(=O)Nc1ccccn1	7%	-12%	-11%	-16%	-0.1%	16%	0.2%	6%	-2.5%
CCOc1ccc(C(C)NC(=S)NC2CCCCC2)cc1 (configuration not stated)	21%	2%	37%	5%	0.3%	4%	-0.1%	-5%	-2.2%

Complete entries, looked up by structure. Screens in order: Large T inhibition	NOD1 NF-kB reporter	KOR beta-arrestin-1	GPR55 antagonists	HIV peptide binding	HEK293 NOD2/NF-kB	GPR55 beta-arrestin	Rac1 GTP hydrolysis	KOR beta-arrestin-2
CCCN1CCN(C(=O)c2cc(COc3ccc(F)cc3F)on2)CC1 in the list: 8%	-15%	-15%	5%	-0.5%	3%	-0.1%	0%	0.2%
Cc1cc(N2C(=O)C(O)=C(C(=O)c3ccco3)C2c2ccc(Cl)cc2)no1 (configuration not stated) in the list: 12%	-10%	22%	14%	5.6%	3%	-0.2%	14%	-4.0%
COc1cc(CCC(=O)OCC(=O)Nc2nc(C)c(Cl)cc2Cl)cc(OC)c1OC in the list: 5%	-15%	-13%	-12%	1.9%	-1%	0.3%	2%	7.3%

Other compounds:
SMILES	Large T inhibition	NOD1 NF-kB reporter	KOR beta-arrestin-1	GPR55 antagonists	HIV peptide binding	HEK293 NOD2/NF-kB	GPR55 beta-arrestin	Rac1 GTP hydrolysis	KOR beta-arrestin-2
S=C(c1ccc2c(c1)OCO2)N1CCCC1	2%	-21%	-38%	-10%	0.0%	0%	-0.1%	8%	-3.8%
CC(=O)c1cnc2n(c1=O)CCS2	1%	-19%	2%	7%	-0.5%	0%	0.2%	8%	-2.7%
CC(C1CC2CCC1C2)n1c(COc2ccccc2F)nnc1SCC(N)=O (configuration not stated)	10%	3%	-46%	3%	-0.5%	7%	0.2%	6%	11%
OCCNc1nc(N2CCOCC2)nc(N2CCOCC2)n1	0%	-36%	-11%	8%	1.2%	-35%	-0.1%	-1%	3.0%
COC(=O)c1ccccc1OCc1cccc(C)n1	25%	-12%	11%	6%	0.7%	7%	0.2%	3%	13%
Cc1cc(C)n(CC(O)COc2ccccc2[N+](=O)[O-])n1 (configuration not stated)	-4%	-10%	-43%	0%	0.3%	-9%	-0.3%	3%	0.2%
CCn1c(CNc2ccc(F)cc2)nnc1SCC(=O)OC1CCCCC1	1%	-10%	-12%	2%	-0.2%	15%	-0.3%	10%	3.8%
COc1cccc(NC(=S)NCc2ccncc2)c1	3%	-9%	-34%	-6%	-1.2%	8%	0.2%	6%	-0.2%
COc1ccc(OCC(=O)N/N=C/c2cccc3cccnc23)cc1	7%	-14%	-20%	8%	3.8%	18%	-0.1%	8%	4.3%
OCc1nn2c(c1Br)NC(c1ccccc1)CC2C(F)(F)F (configuration not stated)	-1%	x	32%	-10%	-0.6%	9%	-0.1%	2%	4.1%
O=C(N/N=C/c1ccc(Br)o1)c1cncc(Br)c1	-3%	-7%	-5%	11%	-1.5%	13%	0.3%	7%	-1.9%
O=C(NCCc1nnc2ccc(NCc3ccc(Cl)cc3)nn12)c1ccccc1	10%	-7%	7%	14%	2.5%	6%	0.3%	6%	-5.9%
COc1ccc(NC(=O)c2ccc(C#N)cc2)cc1NS(=O)(=O)c1ccc(F)cc1	3%	-3%	-64%	7%	1.9%	4%	-0.3%	9%	8.3%
COc1ccccc1CNC(=O)c1cc2c(s1)CS(=O)(=O)C2	8%	-3%	21%	1%	2.8%	-20%	0.5%	3%	-3.5%
CC(C)Cc1nnc(NC(=O)CCC(=O)N2CCN(c3ccc([N+](=O)[O-])cc3)CC2)s1	6%	-4%	-61%	1%	1.4%	31%	-0.1%	9%	4.8%
CC[C@@]12C(=O)N(c3ccc(C)cc3)C(=O)N1[C@H](c1ccc(OC)cc1)[C@@H]1C(=O)N(C(C)(C)C)C(=O)[C@@H]12	21%	-8%	-34%[20 µM]	-16%	-1.0%	2%	-0.1%	8%	-4.1%
COC(=O)c1ccsc1-n1cc(C#N)c(=O)n(C)c1=O	12%	-29%	-18%	9%	1.7%	10%	-0.1%	6%	0.8%
CCc1ccc(OCCn2cccn2)cc1	6%	-16%	-8%	-2%	-1.6%	-4%	-0.4%	14%	-2.7%
COc1ccc(OC(C)C(=O)Nc2cccc(OC)c2)cc1 (configuration not stated)	3%	26%	-23%	5%	-4.4%	3%	-0.1%	-1%	-2.6%
Clc1ccc(OCc2noc(-c3ccsc3)n2)c(Cl)c1	6%	-10%	-9%	10%	0.0%	-96%	-0.1%	-3%	6.3%
COC(=O)CN1C(=S)N(c2ccc(Cl)cc2)C(=O)C1CC(=O)Nc1ccccc1 (configuration not stated)	3%	-29%	3%	6%	7.0%	2%	0.7%	-1%	-4.6%
CCCCSc1nc2c(cnn2-c2ccccc2)c(=O)n1N	-2%	-61%	-15%[20 µM]	-3%	-1.9%	-85%	-0.1%	14%	-1.1%
COC(=O)[C@@H]1C[C@@]2(O)[C@H](O)[C@H](O)[C@H](O)C[C@H]2N1Cc1ccc(C)s1	1%	2%	5%	5%	0.7%	0%	-0.1%	8%	2.0%
CC(C)N1CCC(N2CCN(Cc3ccc(-c4ccc(Cl)cc4)o3)CC2CCO)CC1 (configuration not stated)	1%	-8%	-21%	1%	0.5%	5%	0.0%	0%	1.8%
COc1cc(-c2nc(=S)[nH][nH]2)cc(OC)c1OC	8.6µM*	-32%	-3%	14%	0.3%	-13%	0.2%	12%	-5.6%
CCc1ccc2c(c1)C1(C(=O)N2)N2CCCC2C(C(=O)c2ccc3ccccc3c2)C12C(=O)Nc1ccccc12 (configuration not stated)	11%	-26%	-1%	12%	2.3%	16%	-0.2%	3%	4.5%
CCOc1ccc2c(c1)sc(N)[n+]2Cc1cc(C)cc2cccnc12	5%	-32%	-9%	-26%	2.6%	-21%	0.1%	6%	1.8%
CCC(=O)Oc1c(C(=O)CC)cc2c(C)cc(=O)oc2c1C	5%	16%	-26%	7%	1.6%	26%	0.7%	0%	-2.7%
OCCC1CN(Cc2cccn2-c2ncccn2)CCN1C1CCCC1 (configuration not stated)	7%	8%	1%	0%	0.9%	14%	0.2%	9%	-2.9%
COCCn1nnnc1C(c1ccc(OC)cc1OC)N1CCN(c2ccccc2F)CC1 (configuration not stated)	5%	-16%	20%	7%	-1.2%	-13%	0.2%	1%	-3.1%
Cc1noc(C)c1CSCC(=O)Nc1cc(Cl)ccc1N1CCOCC1	16%	-21%	-2%	12%	0.5%	10%	0.2%	10%	1.6%
CC(C)Cc1nc2sc3c(=O)[nH]cnc3c2c2c1CCCC2	11%	-5%	-9%	9%	0.6%	0%	-0.2%	1%	-0.8%
Cc1ccc2c(c1)CC1(CN2C)C(=O)OC2(CCCCC2)OC1=O	13%	9%	-28%	-17%	-0.1%	-2%	0.1%	12%	-11%
COC(=O)Cn1c2ccc(Cl)cc2c2nc(C)sc21	17%	-8%	13%	15%	1.5%	-5%	0.2%	6%	4.6%
O=c1cccccc1NN=C1CCCCC1	15%	-8%	-16%	-1%	20%	-18%	-0.1%	6%	5.8%
Cc1nnc(SCC(=O)N2CCN(S(=O)(=O)c3ccccc3)CC2)s1	5%	-25%	-30%	-6%	-1.1%	13%	-0.3%	-5%	3.7%
CCCc1cc(=O)[nH]c(/N=C(\N)Nc2ccccc2)n1	0%	-6%	-14%	4%	2.3%	4%	-0.1%	4%	-1.6%
Cn1[nH]c(=O)c(Cl)c(Cl)c1=O	4%	5%	-14%	-3%	0.0%	11%	0.0%	6%	-2.5%
CCOC(=O)N1CCN(C(=O)c2cc(COc3ccc(F)cc3F)on2)CC1	-5%	-20%	4%	-19%	-0.2%	3%	0.0%	7%	-1.2%
CC1(C)CC(=O)C(C=Nc2ccc(O)c(N=CC3=C(O)CC(C)(C)CC3=O)c2)=C(O)C1	17%	-20%	8%	8%	-1.7%	7%	-0.3%	10%	-3.1%
CC1CCCCN1S(=O)(=O)c1ccc(C(=O)N(CCCN(C)C)c2nc3ccc(Br)cc3s2)cc1 (configuration not stated)	20%	-26%	-45%	48%	-2.1%	-4%	-0.2%	7%	12%
Cc1ccc(S(C)(=O)=O)cc1S(=O)(=O)Nc1cccc(Cl)c1	5%	-33%	20%	18%	5.0%	-8%	-0.3%	-3%	1.3%
OCC#Cc1cnc2ccccc2c1	3%	2%	-1%	-10%	-3.8%	6%	0.8%	12%	-3.6%
CC(C)OCCCNC(=O)c1ccc(CS(=O)(=O)Cc2ccccc2F)o1	-5%	-1%	-28%	-4%	-4.9%	17%	-0.2%	4%	1.3%
CSc1nc(N)c(C#N)c(-c2ccc(Cl)cc2)c1C#N	-9%	8%	-36%	-3%	-0.7%	-11%	-0.2%	2%	5.3%
COC1CCN(C(=O)C2CCC(=O)N(CCc3cccc(F)c3)C2)CC1 (configuration not stated)	13%	-12%	2%	14%	-0.6%	4%	0.3%	9%	0.1%
CC(=O)C1=C(C)N(c2ccccc2)C(=O)C1(NS(=O)(=O)c1ccc(N)cc1)C(F)(F)F (configuration not stated)	-1%	-26%	-6%	4%	-0.9%	1%	0.3%	3%	-1.4%
CCOc1ccc(NC(=O)[C@@H]2CCC(=O)N2C2OC(=O)c3ccccc32)cc1 (some centres not stated)	x	-16%	-67%[20 µM]	-10%	-0.2%	1%	-0.1%	-3%	-1.1%
